# Anthrax LF prot = blocks Bacillus anthracis lethal factor protease; P15917; multiplex microsphere protease cleavage assay, LF; inhibition, % at 10 µM; hit rate 0.12% among 360,000; also: plate controls were buffer without enzyme for full effect and enzyme alone for no effect
# CCHFV vOTU inh = CCHFV vOTU protease inhibition; Pep-AMC fluorescence; inhibition, % at 11.5 µM; hit rate 0.55% among 370,000; AID 651958; in the data active = inhibition above about 30%; also: 0% = vehicle wells with enzyme and 100% = no enzyme wells
# BoNT-F LC inh = BoNT F light chain protease inhibition; hit rate 0.22% among 360,000; Multiplex microsphere protease cleavage assay, flow cytometry; inhibition, % at 10 µM; in the data active = inhibition above about 35%, passing the limit was not always enough; inconclusive = no clear call, values can overlap the other calls; also: plate controls were buffer without enzyme for full effect and enzyme alone for no effect
# Yp Topo-I inh = inhibitors of Yersinia pestis topoisomerase I; Y. pestis Topo-I cleavage product accumulation, plate reader; activity, % at 10 µM; hit rate 0.064% among 360,000; in the data active = activity above about 50%, passing the limit was not always enough; inconclusive = no clear call, values can overlap the other calls; also: inactives centre near 2
# TcdB GH inh = TcdB glycohydrolase inhibition; inhibition, % at 9.99 µM; hit rate 0.24% among 350,000; TcdB glycohydrolase enzymatic assay, plate reader; in the data active = inhibition above about 10%
# FadD28 FP inh = inhibitors of Mycobacterium tuberculosis FadD28 bisubstrate binding; FadD28 bisubstrate probe binding, fluorescence polarization; inhibition, % at 12.5 µM; hit rate 0.22% among 360,000; AID 588549; in the data active = inhibition above about 8.5%, passing the limit was not always enough; inconclusive = no clear call, values can overlap the other calls
# PfHsp40 yeast = rescue of PfHsp40-mediated yeast toxicity; hit rate 0.68% among 340,000; growth rescue, % at 12.5 µM; S. cerevisiae expressing PfHsp40, growth rescue, ATP luminescence; AID 504582; in the data active = growth rescue above about 28%, passing the limit was not always enough; inconclusive = no clear call, values can overlap the other calls;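 also: yeast W303a lacking pdr1 and pdr3 grown in galactose medium; growth measured after three days at 30 °C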
# PrPC surface inh = cell surface PrPC inhibition, primary TR-FRET screen. P04156. TR-FRET read-out. inhibition, % at 13.8 µM. hit rate 0.43% among 370,000. AID 720596; in the data active = inhibition above about 24%; also: 0% = median of the test wells and 100% = reference compound wells
# BoNT A protease = BoNT A light chain protease inhibition | inhibition, % at 10 µM | multiplex microsphere protease substrate cleavage, flow cytometry | hit rate 0.17% among 360,000 | AID 588499; also: plate controls were buffer without enzyme for full effect and enzyme alone for no effect
# Active calls of the source: *; ? = inconclusive; · = not tested or not shown; & = joins results of further samples. Rule as the data show it, unless noted: active = inhibition above about 30%; inconclusive = no clear call, values can overlap the other calls; inactive = below that.
SMILES,Anthrax LF prot,CCHFV vOTU inh,BoNT-F LC inh,Yp Topo-I inh,TcdB GH inh,FadD28 FP inh,PfHsp40 yeast,PrPC surface inh,BoNT A protease
CC(C)C(NC(=O)c1ccccc1NC(=O)c1ccco1)C(=O)O (stereo not given),0,-13,3,8,-0.2,0.3,-0.1,-1,0.6
COc1ccc(C(=O)NCCc2ccc(Cl)cc2)cc1S(=O)(=O)N1CCCCC1C (stereo not given),-5,8,5,33,0.1,6.5,2.2,7,0.6
CC(=O)N1CCSc2ccc(S(=O)(=O)Nc3ccc(C)cc3)cc21,-1,5,3,-2,1.4,-3.1,0.5,9,1.7
Nc1nnc(SCC(=O)NCCOc2ccccc2)s1,-2,15,-3,7,·,-1.0,-3.1,-1,-0.2
O=C(c1cc2ccccc2cc1O)N1CCN(c2ccc([N+](=O)[O-])cc2)CC1,0,1,-5,-2,1.7,-0.9,2.3,-22,-3.3
O=C(c1ccc2c(c1)OCO2)N1CCCC1,-8,0,-5,5,·,-3.6,-1.4,14,-1.4
CC1CCCC(C)N1NC(=O)c1cccc(S(=O)(=O)N2CCc3ccccc32)c1 (stereo not given),1,9,-1,-8,1.8,-2.0,-0.7,13,-0.2
CCOC(=O)C1CCN(C(=O)c2cccc(S(=O)(=O)N3CCc4ccccc43)c2)CC1,-2,7,4,25,3.0,-2.8,-0.5,3,2.1
c1ccc(CN(Cc2ccccc2)c2ncnc3c2nnn3Cc2ccccc2)cc1,-7,1,-8,6,0.3,-2.4,·,-4,-0.3
CCOC(=O)c1c(-c2ccccc2)cn2c(C)cc(C)nc12,-2,-34,8,-12,1.0,-2.1,0.9,-6,-0.6
O=C(OC[C@@H]1CCCN2CCCC[C@H]12)c1cc2ccccc2oc1=O,1,-4,-9,2,·,0.8,-1.0,-7,-0.7
Cc1[nH]nc2c1C(c1c[nH]c3ccccc13)C(C#N)=C(N)O2 (stereo not given),·,9,·,-6,-0.4,-0.6,0.6,-4,·
COc1ccc(NC(=O)c2sc3nc(N4CCOCC4)c4c(c3c2N)CC(C)(C)OC4)c(OC)c1,-2,11,0,-3,-0.1,-3.5,-1.4,8,0.2
CC1(C)CC(=O)c2c(-c3cccs3)n[nH]c2C1,-15,-16,-2,-8,·,-2.3,0.0,8,-0.4
O=C(NCCNC(=O)c1ccc(-c2ccc(Cl)c(Cl)c2)o1)c1cnccn1,0,10,0,26,2.0,-8.5,1.9,-5,1.2
CCCCc1ccc(NC(=S)NCCc2ccc(F)cc2)cc1,-3,18,-4,10,0.5,-3.2,1.0,6,-0.5
CCOc1ncccc1C(=O)N1CCN(c2cccc(C)c2C)CC1,-1,11,-2,22,0.5,-0.1,0.4,6,0.9
CCOC(=O)c1c(C)[nH]c(C(=O)OCc2ccc([N+](=O)[O-])cc2)c1C,0,17,-6,3,0.5,-1.6,5.1,-2,0.0
O=C(c1ccc([N+](=O)[O-])o1)N1CCN(c2nc3c(F)cc(F)cc3s2)CC1,2,18,-7,-12,-2.7,-2.7,-0.3,1,-1.3
COc1ccc(S(=O)(=O)NC(CC(=O)NCc2ccco2)C(C)C)cc1 (stereo not given),1,6,1,-5,·,-1.9,0.8,-4,-0.1
CSc1ccc(CN2CCC(C(=O)NCc3ccc(C)cc3)CC2)cc1,-4,-4,2,-8,2.4,-0.6,1.2,0,-0.2
CCOC(=O)C1CCN(C(=O)CNS(=O)(=O)c2cccs2)CC1,0,4,7,6,·,2.1,-1.4,2,1.4
Cc1ccc(NS(=O)(=O)c2cc(C(=O)N3CCN(C)CC3)ccc2C)cc1,-1,-11,-16,-6,·,-3.4,0.6,1,-0.9
S=c1[nH]c2cc3c(cc2[nH]1)OCCO3,0,16,-12,-2,1.6,-1.5,0.9,-9,-0.6
CC1(CCC#N)N=C(SCCC#N)N(c2ccccc2)C1=O (stereo not given),-1,-1,-2,13,·,-1.5,-1.8,1,?
COc1ccc(CN2CCCCC2C(=O)Nc2ccc(OC)c(OCC(C)C)c2)cc1OC (stereo not given),0,-10,0,6,·,-4.3,0.0,6,0.3
Cc1cc(C)n(CC(=O)N/N=C/c2ccc3c(c2)OCO3)n1,-2,-1,-1,2,1.2,-3.4,1.2,0,-0.1
Clc1cc2c(c(Cn3cnc4ccccc43)c1)OCOC2,-1,-4,0,9,·,-14,1.6,7,-0.3
Cc1c(C)c2cc3c(C)coc3cc2oc1=O,-1,-8,-18,6,0.9,-1.6,-0.4,3,0.7
CCOC(=O)c1c(C)n(C)c2cc([N+](=O)[O-])c(O)c([N+](=O)[O-])c12,-8,14,3,2,3.1,-3.9,-0.6,-6,-0.1

# Random excerpt: three entries already listed.
SMILES,Anthrax LF prot,CCHFV vOTU inh,BoNT-F LC inh,Yp Topo-I inh,TcdB GH inh,FadD28 FP inh,PfHsp40 yeast,PrPC surface inh,BoNT A protease
Cc1c(C)c2cc3c(C)coc3cc2oc1=O,-1,-8,-18,6,0.9,-1.6,-0.4,3,0.7
COc1ccc(S(=O)(=O)NC(CC(=O)NCc2ccco2)C(C)C)cc1 (stereo not given),1,6,1,-5,·,-1.9,0.8,-4,-0.1
S=c1[nH]c2cc3c(cc2[nH]1)OCCO3,0,16,-12,-2,1.6,-1.5,0.9,-9,-0.6

# Next section
SMILES,Anthrax LF prot,CCHFV vOTU inh,BoNT-F LC inh,Yp Topo-I inh,TcdB GH inh,FadD28 FP inh,PfHsp40 yeast,PrPC surface inh,BoNT A protease
CCOc1ccc(CCNC(=O)CCc2nnc3ccc(N4CCCCC4)nn23)cc1OCC,1,1,-12,12,0.9,-3.5,1.3,-1,0.1
COC(=O)C1C(c2ccc(OC)cc2)NC(=O)NC1(O)C(F)(F)Cl (stereo not given),-8,-4,-11,0,0.6,1.0,1.2,-4,-2.2
CCCCOC(=O)C(C)c1c(C)[nH]c(=S)[nH]c1=O (stereo not given),-2,5,-5,-2,·,-2.9,0.4,-3,-0.3
O=C(NCC(=O)N(Cc1cccs1)C(C(=O)NC1CCCC1)c1ccncc1)c1ccco1 (stereo not given),0,2,9,4,-0.6,-2.0,0.3,3,0.8
NS(=O)(=O)c1ccc(Nc2ccc3cc(S(=O)(=O)N4CCCCC4)ccc3n2)cc1,-2,25,-3,-8,-9.9,-10,2.0,17,-2.2
O=C(NCc1ccccc1)c1cccc(NC(=O)c2ccco2)c1,0,5,4,2,·,-0.3,0.2,24,-0.7
Cc1ccc(Sc2nc3c(c(=O)[nH]c(=O)n3C)n2CCc2ccccc2)cc1,-4,1,-9,12,-12,-2.1,-0.7,4,-0.7
CCC1(C)COC(c2ccc(OC)c(OC)c2)OC1 (stereo not given),3,-6,-5,10,-0.1,-2.4,2.3,6,-0.6
O=C1CN(C(=O)CNC(=O)c2ccc(Cl)cc2Cl)CCN1,-2,-1,14,1,1.6,1.5,0.3,3,-1.4
CCCNC(=O)c1ccc(N2CCC3(CC2)CC(c2cccc(Br)c2)=NO3)c(NC(=O)c2ccc(Br)cc2)c1,-9,7,-5,29,0.5,0.0,1.2,-7,-0.3
COc1ccc(N2CCN(c3oc(-c4ccccc4OC)nc3C#N)CC2)cc1,-4,·,-5,-6,1.1,-3.6,2.0,·,-3.4
Cc1cc(C)cc(C(=O)NC(CC(N)=O)c2ccc(NCC3CC3)c([N+](=O)[O-])c2)c1 (stereo not given),-5,9,-4,8,1.3,0.0,-0.3,-1,-0.1
CCOc1ccc(C(=O)NC2CC(C)(C)NC(C)(C)C2)cc1,-5,-11,13,-4,1.7,-3.6,-0.9,7,-0.6
C[C@H]1CN([C@@H](C)CO)C(=O)c2cc(Br)cnc2O[C@H]1CN(C)C(=O)C1CC1,-8,4,-8,2,-0.5&-0.4,-2.0,·,8,-0.3
O=C(Nc1ncccc1O)c1cccc(S(=O)(=O)NCc2ccccc2)c1,·,6,·,1,4.4,-1.7,1.2,3,·
Cc1ccc(-c2noc(CC(=O)c3ccc([N+](=O)[O-])cc3)n2)cc1,-3,4,1,-4,1.2,-2.1,1.0,-2,-0.1
COCCn1c(-c2cccc([N+](=O)[O-])c2)nc2c1c(=O)[nH]c(=O)n2Cc1ccccc1,-2,11,0,10,·,-3.8,0.4,-10,-0.3
CCOCCCNC(=O)C(C)NS(=O)(=O)c1ccc(C)cc1 (stereo not given),1,-1,-10,2,·,-1.8,-0.1,3,0.0
CCOc1ccccc1C(=O)N1CCC(n2nnc3cc(C)ccc32)CC1,3,14,-9,5,·,-1.2,0.0,-4,0.4
COCCCNC(=O)c1cccc2c(-c3ccc(OC)cc3C)coc12,-6,14,-3,36,0.8,-20,·,5,-0.2
CCOc1ccccc1C(=O)N(Cc1sccc1C)C1CCS(=O)(=O)C1 (stereo not given),0,5,1,6,0.3,-3.1,0.0,5,2.6
Cc1ccc(OCC(=O)N2N=C(c3cccnc3)CC2(O)C(F)(F)F)cc1C (stereo not given),1,-6,-4,18,-0.2,0.2,2.4,3,-0.4
Cc1ccc(C(=O)c2ccccc2C(=O)OCC(=O)NC(C)(C)C)cc1,-3,-10,-5,9,6.7,-0.3,0.0,2,0.5
CC(/C=C1\SC(=Nc2cccnc2)NC1=O)=C\c1ccccc1,7,-4,6,3,-2.5,-2.6,-0.5,16,-2.5
COc1ccc2c(c1)CCc1c(C(=O)Nc3c(C)nn(Cc4ccccc4)c3C)noc1-2,-2,-20,-2,1,·,2.0,0.3,3,0.7
CCOc1ccccc1C1CC(=O)Nc2cc(OC)c(OC)cc21 (stereo not given),8,4,-26,9,0.8,-1.8,2.0,-4,2.8
Cc1nnc(SCCn2c(N3CC(C)CC(C)C3)nc3c2c(=O)n(C)c(=O)n3C)s1 (stereo not given),-2,-2,1,-2,·,-2.8,-0.5,-5,0.4
C=CCn1c(SCC(=O)N2CCN(c3ccc(F)cc3)CC2)nnc1-c1ccco1,-2,2,-16,5,0.9,-0.4,-0.7,-4,-0.4
COc1ccc(C)cc1S(=O)(=O)N1CCCC(C(=O)NC2CC2)C1 (stereo not given),-2,-2,4,2,-1.3,-3.9,-0.9,-1,-1.9
O=C(CCn1cnc2ccccc21)N/N=C/c1ccc(O)cc1,0,-11,-2,-5,14*,-2.3,1.2,-5,0.5

# Looked up above.
# Cc1ccc(OCC(=O)N2N=C(c3cccnc3)CC2(O)C(F)(F)F)cc1C (stereo not given) in CCHFV vOTU inh is entered as -6
# Cc1ccc(C(=O)c2ccccc2C(=O)OCC(=O)NC(C)(C)C)cc1 in PfHsp40 yeast is entered as 0.0
# CCOCCCNC(=O)C(C)NS(=O)(=O)c1ccc(C)cc1 (stereo not given) in PrPC surface inh is entered as 3
# CCOc1ccccc1C(=O)N1CCC(n2nnc3cc(C)ccc32)CC1 in Anthrax LF prot is entered as 3

# Additional compounds:
SMILES,Anthrax LF prot,CCHFV vOTU inh,BoNT-F LC inh,Yp Topo-I inh,TcdB GH inh,FadD28 FP inh,PfHsp40 yeast,PrPC surface inh,BoNT A protease
CC1CC(OP(O)(=S)c2ccc(N(C)C)cc2NC(=O)c2cccs2)CC(C)(C)C1 (stereo not given),-3,24,-6,6,2.7,0.3,1.2,0,0.5
O=S(=O)(Nc1ccc2c(c1)nc1n2CCN(Cc2ccccc2)C1)c1ccc(Cl)cc1,-50,14,?,35,·,-4.7,0.8,12,-6.8
Cc1cc(C(=O)Nc2ccccc2Cc2ccccc2)no1,2,5,11,12,-0.2,-6.4,-0.6,-8,1.2
COc1cccc2cc(C(=O)N3CCN(C45CC6CC(CC(C6)C4)C5)CC3)c(=O)oc12,4,22,8,7,0.8,-2.8,0.2,-5,0.4
CCOc1ccc(CCNC(=O)CCCn2nc(C)c3c(C)n(-c4ccccc4)nc3c2=O)cc1,-1,0,-3,34,4.6,0.3,-0.6,9,1.3
CC(C)n1nnnc1-c1cc(Cl)cc(Cl)c1,-2,14,0,-8,·,1.5,0.0,1,1.5
Cc1cc2c(cc1C)CSC(c1ccccc1O)SC2,-37,-3,-8,-16,·,-6.5,12,-6,-1.4
CCN(CCn1cccn1)C(=O)c1cc(COc2cccc3cccnc23)on1,-6,-1,5,2,1.6,-2.6,1.2,-6,-0.1
CC(C)(C)OC(=O)C[C@@H]1C/C=C\C[C@@H](CC(=O)NCCO)C(=O)NCCOC1=O,-2,-1,-7,15,1.2,-1.9,-0.3,-6,-0.1
COC(=O)c1nnc(-c2ccccc2)c(-c2ccccc2)n1,-2,-12,-10,8,·,-3.3,-0.5,0,-1.1

# Screens deposited in PubChem by several laboratories.
